Avidin fluor = compound fluoresces at 488/530 nm on avidin beads; 220,000 compounds, 0.38% hits; compound fluorescence 488/530 nm, flow cytometry; hits give high values; fluorescence (KMESF) at 10 µM; in the data active means fluorescence above about 47; further: inactives centre near 10
GSH bead fluor = compound fluoresces at 488/530 nm on GSH beads; GSH beads flow cytometry, compound fluorescence 488/530 nm; hits give high values; fluorescence (KMESF) at 10 µM; 190,000 compounds, 0.25% hits; AID 1776; in the data active means fluorescence above about 89;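 further: glutathione beads carrying GST-tagged Bcl family fusion proteins plus one bare bead set; values are compound well signal with DMSO vehicle wells as background; inactives centre near 16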
Rab2A wt mod = changes GTP binding to wildtype dog Rab2A, up or down; 190,000 compounds, 0.19% hits; GST-Rab2 wt beads, Bodipy-GTP binding, flow cytometry; GTP binding activity, % at 10 µM;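 active means GTP binding activity at least 20 points away from 100%, either lowered or raised; inconclusive means signal likely due to the compound's own green fluorescence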;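 further: 0% = beads with excess unlabeled GTP and 100% = no-compound control corrected for plate trend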
Cdc42 wt GTP = changes GTP binding to wildtype human Cdc42. P60953. GST-Cdc42 beads, Bodipy-GTP binding, flow cytometry; actives lie on both sides. percent activity (GTP binding), % at 10 µM. 190,000 compounds, 0.2% hits. AID 761;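 active means percent activity GTP binding at least 20 points away from the 100% baseline, either down as inhibitor or up as activator; inconclusive means compound flagged as likely green fluorescent from well-wide comparison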;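 further: median bead fluorescence of bound Bodipy-FL-GTP at 100 nM; 0% = excess unlabeled GTP control and 100% = no compound control; below 100% means less GTP binding so inhibitor and above means activator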
Target sequence (P60953 whole entry, looked up): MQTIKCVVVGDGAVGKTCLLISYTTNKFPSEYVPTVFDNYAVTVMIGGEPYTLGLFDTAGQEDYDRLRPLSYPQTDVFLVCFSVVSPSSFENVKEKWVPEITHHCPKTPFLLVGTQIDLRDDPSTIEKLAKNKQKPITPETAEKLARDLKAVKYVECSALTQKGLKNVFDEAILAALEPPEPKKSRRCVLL
ABCB1 block = human ABCB1 inhibition, ABCG2 as counter-screen. inhibition, % at 6.6 µM. P08183. CCRF-Adr cells, JC-1 efflux, flow cytometry. AID 1326. 190,000 compounds, 0.067% hits; in the data active means inhibition above about 40%;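 further: 0% = vehicle and 100% = reference inhibitor; higher value means more JC-1 retained so stronger ABCB1 efflux block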
Pf gametocyte = kills late stage P. falciparum gametocytes. P. falciparum stage V gametocytes, ATP luminescence, 24 h. inhibition, % at 10.9 µM. 150,000 compounds, 0.065% hits;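 active means inhibition above the mean plus 3 SD of compounds within the control limits, set per campaign, cut at about 38% in these data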;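 further: 0% = DMSO wells and 100% = medium only without gametocytes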
Rab7 wt GTP bind = modulators of GTP binding to dog Rab7 wildtype GTPase; GST-Rab7 beads, fluorescent GTP binding, flow cytometry; actives lie on both sides; untreated = 100%, excess cold GTP = 0%; GTP binding activity (percent of control), % at 10 µM; 190,000 compounds, 0.055% hits; AID 758;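 active means fluorescent GTP binding to Rab7 beads changed by at least 20 points from the 100% baseline, either direction, mostly lower; inconclusive means compound itself probably fluorescent, or too few beads counted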;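 further: median green fluorescence of bound Bodipy-FL-GTP per Rab7 bead population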
HRas wt GTP = modulators of GTP binding to human HRas wildtype | GST-Ras wt beads, Bodipy-FL-GTP binding, flow cytometry; actives lie on both sides | 190,000 compounds, 0.14% hits | GTP binding activity, % at 10 µM | P01112;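 active means GTP binding activity at least 20% away from the 100% baseline, either lowered as inhibitor or raised as activator; inconclusive means flagged as likely green fluorescent, judged across all proteins in the well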;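 further: 0% = unlabeled GTP competition control and 100% = no-compound control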
Target sequence (P01112 whole entry, looked up): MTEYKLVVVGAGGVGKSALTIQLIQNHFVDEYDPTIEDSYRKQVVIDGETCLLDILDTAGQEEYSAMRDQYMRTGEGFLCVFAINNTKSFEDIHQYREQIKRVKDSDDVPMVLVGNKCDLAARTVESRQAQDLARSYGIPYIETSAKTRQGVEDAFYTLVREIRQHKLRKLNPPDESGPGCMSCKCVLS
ABCG2 inh = inhibitors of human ABCG2 transporter, ABCB1 counter-screen. Q9UNQ0. IgMXP3 cells, JC-1 efflux, flow cytometry. inhibition, % at 6.6 µM. 190,000 compounds, 0.1% hits;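 active means inhibition above 80%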;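 further: 0% = DMSO and 100% = nicardipine control wells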
Target sequence (Q9UNQ0 whole entry, looked up): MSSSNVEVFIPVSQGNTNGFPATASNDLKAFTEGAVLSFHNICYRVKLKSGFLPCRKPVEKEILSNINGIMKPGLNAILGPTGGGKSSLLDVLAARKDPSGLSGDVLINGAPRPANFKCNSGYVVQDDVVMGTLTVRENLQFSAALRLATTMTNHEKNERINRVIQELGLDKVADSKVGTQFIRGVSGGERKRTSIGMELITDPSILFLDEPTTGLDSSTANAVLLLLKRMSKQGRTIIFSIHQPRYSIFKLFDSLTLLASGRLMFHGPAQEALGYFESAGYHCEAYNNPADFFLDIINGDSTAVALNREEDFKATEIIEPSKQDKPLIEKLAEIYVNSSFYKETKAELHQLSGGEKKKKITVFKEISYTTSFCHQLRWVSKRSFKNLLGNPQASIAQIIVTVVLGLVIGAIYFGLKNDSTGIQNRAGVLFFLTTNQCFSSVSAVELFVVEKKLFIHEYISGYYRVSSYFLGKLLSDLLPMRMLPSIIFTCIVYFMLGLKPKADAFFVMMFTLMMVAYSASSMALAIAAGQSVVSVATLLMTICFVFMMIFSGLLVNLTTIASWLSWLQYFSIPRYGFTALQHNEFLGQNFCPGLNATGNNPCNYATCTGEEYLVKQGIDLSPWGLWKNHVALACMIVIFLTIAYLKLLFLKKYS
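Read-out basis: Efflux inhibition in percent versus controls | Test system: ABCG2 IgMXP3 and barcoded ABCB1 CCRF-Adr cell mix | Quantity: 3 million cells/mL in well | Schedule: 10 min at 25 °C | Control set: Nicardipine as high control, DMSO as low control | Reagent: JC-1 as fluorescent efflux pump substrate | Signal: Flow cytometry of retained JC-1 fluorescence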
Rac1 act GTP bind = human Rac1 activated mutant GTP binding change; P63000; GST-Rac1 activated beads, fluorescent GTP binding, flow cytometry; actives lie on both sides; 100% means binding = to untreated wells; percent activity (GTP binding), % at 10 µM; 190,000 compounds, 0.11% hits; AID 764;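 active means GTP binding at least 20 percentage points away from the 100% baseline, in either direction, so actives lie on both sides; inconclusive means Compound likely fluorescent itself, or too few beads counted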
Rac1 wt modul = human Rac1 wildtype GTP binding, inhibitors and activators; GTP binding activity (% of control), % at 10 µM; 190,000 compounds, 0.27% hits; P63000; AID 757; GST-Rac1 beads, fluorescent GTP binding, flow cytometry; actives lie on both sides; 0 = cold GTP competed, 100 = untreated;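 active means GTP binding activity at least 20 points away from the 100% control level, either lower or higher; inconclusive means compound flagged as likely green fluorescent, judged across all proteins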
An asterisk follows results filed as active; u = inconclusive; x = not tested or not shown.

SMILES	Avidin fluor	GSH bead fluor	Rab2A wt mod	Cdc42 wt GTP	ABCB1 block	Pf gametocyte	Rab7 wt GTP bind	HRas wt GTP	ABCG2 inh	Rac1 act GTP bind	Rac1 wt modul
CCc1nc(N2CCN(C(=O)c3ccco3)CC2)c2oc3ccccc3c2n1	11	8	98	94	1.6	x	98	96	-1	94	99
N#C/C(=C\c1cccs1)Sc1nc2ccccc2s1	11	31	89	86	0.1	x	94	91	2	89	89
Cc1ccc(N2CCN(C(=O)c3cc(C(=O)c4ccccc4C)c[nH]3)CC2)c(C)c1	7	10	96	92	5.5	-17	99	96	4	94	100
CCOC(=O)c1ccc(NC(=O)Cn2ccc([N+](=O)[O-])n2)cc1	4	21	100	99	0.1	-29	108	99	5	97	104
Cc1cccc(NC(=O)CN(C)S(=O)(=O)c2ccccc2)n1	19	22	u	u	0.8	x	u	u	3	u	u
CCn1c(=N)n(CC(=O)c2cccc([N+](=O)[O-])c2)c2ccccc21	10	8	96	102	-0.4	17	92	95	-1	97	101
CN(C)c1cccc(C(=O)OC(C(=O)Nc2ccc([N+](=O)[O-])cc2Br)c2ccccc2)c1 (stereo not given)	13	13	97	100	2.5	7	97	96	5	95	99
c1ccc(-c2noc(CSc3nnnn3C3CCCCC3)n2)cc1	16	21	107	108	0.2	15	103	107	1	101	105
Cc1ccc(C(=O)N/C(=C\c2ccc(C(C)C)cc2)C(=O)NCCCN2CCOCC2)cc1	13	8	100	102	0.3	-8	99	101	-2	98	103
Cc1cc(Cl)ccc1N=c1ssnc1Cl	8	7	94	98	-1.3	x	91	96	-3	98	99
CCCCN(C(=O)Cn1nnc2ccccc21)C(C(=O)NCCOC)c1ccccc1 (stereo not given)	6	20	97	98	0.2	-6	95	99	0	97	101
CN(Cc1nc(Cc2ccccc2F)no1)Cc1cccc2ncccc12	12	15	97	99	1.3	-11	95	99	9	99	103
COc1ccc(OC)c(S(=O)(=O)Nc2ccccc2C)c1	14	26	95	96	0.5	4	97	98	3	93	94
CCN(CC)c1ccc2cc(-c3nc4ccccc4n3C)c(=O)oc2c1	6	18	100	103	0.5	x	101	101	0	100	102
CC(=O)N1CCc2cc(S(=O)(=O)NC(C(=O)Nc3nc(C)cs3)C(C)C)ccc21 (stereo not given)	28	24	103	103	0.2	-36	99	106	-5	101	108
CC1=C(C(=O)OCC2CCCO2)C(c2coc3ccc(C)cc3c2=O)C2=C(CCCC2=O)N1 (stereo not given)	18	9	100	98	0.3	0	97	100	2	100	104
COc1ccc(CNC(=O)CN(C(=O)c2ccc(CN3CCOCC3)o2)C2CCCC2)cc1	34	19	103	103	0.9	x	100	102	16	99	111
O=C(O)CCCc1nc2ccccc2s1	15	37	104	104	0.9	-39	101	103	45	98	108
CCOc1ccc(OCC)c(NC(=O)C2CCN(S(=O)(=O)c3c(C)[nH]c(=O)[nH]c3=O)CC2)c1	9	15	102	99	-2.2	5	99	99	25	99	105
Cc1cc(NC(=O)COC(=O)c2ccccc2[N+](=O)[O-])no1	11	12	97	91	1.3	3	100	96	14	95	94
CCCCOc1ccc(C(=O)CCN2CCOCC2)cc1	18	9	98	97	0.6	17	101	96	1	96	100
COC(=O)NNC(=O)C1CCC(C(=O)NNC(=O)OC)CC1 (stereo not given)	8	19	101	101	-0.1	x	104	101	0	100	105
O=C(Nc1cccc2ccccc12)c1ccc(Br)o1	6	21	106	109	0.1	x	101	107	2	105	110
CCCn1cnc2c(sc3nc4c(cc32)CSC(C)(C)C4)c1=O	10	11	97	100	-5.1	x	100	99	2	98	102
Cc1ccsc1/C=N/NC(=O)c1cccs1	11	11	101	99	0.3	x	100	99	2	99	102

Whole records as entered above. Values in the order: Avidin fluor | GSH bead fluor | Rab2A wt mod | Cdc42 wt GTP | ABCB1 block | Pf gametocyte | Rab7 wt GTP bind | HRas wt GTP | ABCG2 inh | Rac1 act GTP bind | Rac1 wt modul
`Cc1ccc(C(=O)N/C(=C\c2ccc(C(C)C)cc2)C(=O)NCCCN2CCOCC2)cc1` in the list: 13 | 8 | 100 | 102 | 0.3 | -8 | 99 | 101 | -2 | 98 | 103
`CCCCOc1ccc(C(=O)CCN2CCOCC2)cc1` in the list: 18 | 9 | 98 | 97 | 0.6 | 17 | 101 | 96 | 1 | 96 | 100

(more compounds)
SMILES	Avidin fluor	GSH bead fluor	Rab2A wt mod	Cdc42 wt GTP	ABCB1 block	Pf gametocyte	Rab7 wt GTP bind	HRas wt GTP	ABCG2 inh	Rac1 act GTP bind	Rac1 wt modul
O=C(O)CC(c1ccccc1)n1cnnn1 (stereo not given)	6	15	102	102	0.9	7	99	102	15	97	103
O=C(CSc1nnc2c(n1)[nH]c1ccccc12)NCc1ccco1	11	9	95	92	0.2	-39	105	92	2	95	98
CCc1ccccc1NC(=O)CSc1nnc([C@H](CCSC)NC(=O)OC(C)(C)C)o1	33	26	100	102	0.8	-6	101	102	2	98	104
COc1ccc(CCn2c(N)cc(=O)[nH]c2=O)cc1OC	8	18	94	97	1.4	13	99	94	0	92	97
COC(C(=O)NC1CC1)c1ccccc1 (stereo not given)	2	11	u	u	x	x	u	u	1	u	u
Cc1ccc(S(=O)(=O)N2CCN(C(=O)c3cc(=O)c4ccccc4o3)CC2)cc1	13	10	97	99	0.5	23	99	100	2	99	103
Cc1cc(N(C(=O)c2ccco2)C(C(=O)NC2CCCCC2)c2ccccc2)ccc1-n1cnnn1 (stereo not given)	23	24	99	98	0.2	x	99	99	1	97	98
CCN(/N=C/c1ccccc1)c1cc(=O)n(C)c(=O)[nH]1	12	14	100	104	0.6	-2	103	102	11	100	102
O=C(COc1ccccc1Cl)N1CCN(c2ccc([N+](=O)[O-])c(N3CCCCC3)c2)CC1	6	23	97	99	1.5	x	96	98	8	97	100
O=C(CCSc1nc(-c2ccco2)cc(C(F)(F)F)n1)NCCc1ccccc1	5	35	102	104	-0.1	x	103	101	1	100	104
COC(=O)c1ccc(CSC(=N)N)o1	10	9	105	107	0.6	14	111	107	1	100	108
O=C(Oc1ccc(N(C(=O)c2ccncc2)S(=O)(=O)c2ccc(F)cc2)cc1)c1ccncc1	9	10	94	96	1.7	-36	96	95	8	96	96
O=C(NCc1ccccc1)[C@@H]1C[C@H]1[C@@H](NP(=O)(c1ccccc1)c1ccccc1)c1ccccc1	16	17	103	105	3.1	-3	99	103	7	101	110
O=C(/C=C\c1ccc2c(c1)OCO2)Nc1nnc(SCC(=O)OCc2ccccc2)s1	12	10	97	97	-1.1	15	97	98	-6	99	97
CC(C)(C)C(=O)Nc1nnc(SCC(=O)NCc2cccs2)s1	37	19	101	100	0.2	-12	101	101	1	99	101
COc1ccc(S(=O)(=O)N2CN(Cc3ccco3)c3nc4ccccc4nc32)cc1	6	18	101	102	0.2	2	103	102	0	99	103
CC(=O)Oc1ccc(OC(C)=O)c(SCCCCCCl)c1	6	20	99	96	0.5	x	110	98	5	93	100
Cc1ccnc(NC(=O)c2ccc(NC(=O)c3ccco3)cc2)c1	8	19	95	98	0.4	x	96	97	2	96	99
O=C(CSc1nnc(-c2ccccc2)n1-c1ccc(Cl)cc1)NC1CCS(=O)(=O)C1 (stereo not given)	7	12	102	103	-0.1	-16	103	101	6	98	105
S=C(NCc1ccccc1)NN1CCOCC1	5	20	97	94	0.3	-3	97	98	1	94	99
O=C(CN1C(=O)CSc2ccccc21)Nc1ccccc1C(=O)N1CCOCC1	10	14	100	101	0.4	x	102	101	1	100	107
CN1CCc2c(sc(NC(=O)c3cc4cc([N+](=O)[O-])ccc4s3)c2C(N)=O)C1	20	6	92	95	0.3	x	89	89	3	92	93
CCOc1ccc(CCNC(=O)C2CCCN(C(=O)N(C)C)C2)cc1OCC (stereo not given)	36	24	101	98	0.6	x	98	98	2	100	98
O=[N+]([O-])c1ccc(COn2nnc3ccccc32)cc1	11	14	97	94	-0.4	5	105	96	15	94	93
Cn1c(=O)c2c(nc(OCc3ccccc3)n2C)n(C)c1=O	7	28	95	98	0.6	x	96	97	4	97	95
The list goes on:
SMILES	Avidin fluor	GSH bead fluor	Rab2A wt mod	Cdc42 wt GTP	ABCB1 block	Pf gametocyte	Rab7 wt GTP bind	HRas wt GTP	ABCG2 inh	Rac1 act GTP bind	Rac1 wt modul
CC(=O)NC(C(=O)NCC(N)=O)C(C)C (stereo not given)	5	5	101	105	0.6	-23	100	103	0	104	110
CCOC(=O)N1CCN(c2c(-c3ccc(C)cc3)c(=O)c2=O)CC1	33	19	102	104	2.0	-5	98	100	43	102	106
COc1ccccc1N1CCN(C(=O)CN(Cc2ccccc2)S(C)(=O)=O)CC1	8	31	98	100	0.4	x	97	99	0	97	100
CSc1cccc(NC(=S)N2CCC(N(C)C3CCCCCC3)CC2)c1	16	12	106	104	-0.2	-6	110	101	2	99	105
COCCN(C(=O)CNC(=O)c1ccco1)C(C(=O)NC1CCCC1)c1cccs1 (stereo not given)	7	19	99	101	0.1	x	98	101	-1	98	102
Cn1c(=O)c2c(nc(Br)n2CCSc2nnnn2-c2ccccc2)n(C)c1=O	37	10	97	97	0.0	x	97	97	1	96	95
COCc1[nH]nc2c1C(c1ccc(OC)c(OC)c1)C(C#N)=C(N)O2 (stereo not given)	7	16	99	103	0.7	19	101	102	3	98	106
CCOC(=O)C1=C(CS(=O)(=O)c2ccccc2)NC(=O)NC1c1cccc(OC)c1 (stereo not given)	10	11	95	103	0.6	x	100	99	4	98	103
O=C(NNc1cc(N2CCOCC2)nc(N2CCOCC2)n1)C12CC3CC(CC(C3)C1)C2	3	7	97	95	0.2	14	103	96	1	98	96
COc1ccc(CC(=O)NC(C)CCc2ccccc2)cc1 (stereo not given)	29	7	93	93	-0.1	-23	100	94	0	93	91
Fc1cc(F)cc(NC(=S)NN2CCOCC2)c1	5	19	100	99	0.8	-7	107	100	-1	100	101
O=C(c1ccco1)N1CCN(C(=O)C2CC2)CC1	6	9	103	104	-0.1	x	103	104	0	104	105
C/C(=N\NC(=O)Cc1cccn1C)c1cccc2ccccc12	5	16	95	95	1.7	-4	96	96	7	93	92
COc1ccc(C)cc1NCC(=O)Nc1ccc(C(C)(C)C)cc1	20	11	98	98	1.0	-4	101	100	50	99	101
CC(Oc1ccccc1)C(=O)Nc1ccccc1F (stereo not given)	5	47	96	95	0.3	17	94	95	1	93	94
O=C(c1ccc2c(c1)OCO2)N(c1ccc(F)cc1)C1C=CS(=O)(=O)C1 (stereo not given)	15	17	94	96	0.3	x	98	97	1	95	97
CCCCC(CC)CNC(=O)C1C2C=CC(C2)C1C(=O)O (stereo not given)	10	12	100	100	0.6	14	101	101	3	98	105

From PubChem BioAssay
